# Screens deposited in PubChem BioAssay by Broad Institute.
# ERp5 block: blocks human ERp5 reductase activity on insulin; Q15084; ERp5 insulin aggregation, absorbance 650 nm, 90 min; inhibition, % at 9.99 µM; 350,000 tested, 0.05% active;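 active = mean replicate inhibition above about 25%, with every replicate also reaching it, limit read from the data, passing the limit was not always enough; inconclusive = only one of those two criteria met; inactive = neither criterion met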
# Target sequence (Q15084 whole entry, looked up): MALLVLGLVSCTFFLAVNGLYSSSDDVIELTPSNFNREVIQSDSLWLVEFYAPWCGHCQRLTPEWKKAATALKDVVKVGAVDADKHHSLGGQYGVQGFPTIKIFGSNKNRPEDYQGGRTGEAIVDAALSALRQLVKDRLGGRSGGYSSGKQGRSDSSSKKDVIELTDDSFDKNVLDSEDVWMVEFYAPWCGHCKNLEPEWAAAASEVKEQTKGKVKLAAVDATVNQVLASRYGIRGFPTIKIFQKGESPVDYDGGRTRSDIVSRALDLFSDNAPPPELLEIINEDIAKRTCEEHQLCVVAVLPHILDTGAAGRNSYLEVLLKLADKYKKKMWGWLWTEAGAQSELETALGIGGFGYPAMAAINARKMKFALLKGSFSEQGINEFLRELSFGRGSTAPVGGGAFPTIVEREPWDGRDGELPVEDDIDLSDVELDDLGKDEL
# Xi reactivation: reactivates the inactive X chromosome in mouse fibroblasts. XiGFP mouse fibroblasts, % GFP-positive cells imaging, 3 d; cells co-treated with 5-aza-dC sensitizer; scaled so ellipticine positive control = 100%. 360,000 tested, 0.055% active. activation, % at 7.58 µM;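 active = mean normalized replicate activation at least 10% and every replicate at or above 10%; inconclusive = only one of the two criteria met; inactive = mean below 10% and not all replicates reach 10%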;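 note: 0% = median of on-plate neutral control wells and 100% = ellipticine 6 µM median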
#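 assay system = SV40-immortalized XiGFP fibroblast cells, line 68-5-11 | buffer or medium = DMEM plus 5-aza-dC sensitizer | doses = single-point pinned compound dosing | times = 3-day compound exposure, then 15 min fixation at room temperature | benchmarks = positive control ellipticine, 6 µM final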
# esBAF inh: SWI/SNF esBAF complex inhibition; mouse ES cells, Bmi1-luciferase knock-in reporter, 24 h; 100% = twice the neutral-well signal; reporter increase, % at 12.5 µM; 350,000 tested, 2% active; AID 602393; in the data active = activation above about 40%; inconclusive = no clear call, values can overlap the other calls;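 note: 0% = median of the plate's neutral control wells and 100% = double that signal; a rise in the Bmi1 reporter signal indicates esBAF inhibition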
# E-selectin induc: induces E-selectin expression in human endothelial cells; P16581; HUVEC E-selectin immunofluorescence imaging; normalized: neutral wells 0, TNF-alpha wells 100; activation, % at 7.58 µM; 260,000 tested, 0.37% active; AID 686992;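 active = mean E-selectin-positive cell signal at least 10% of the positive control, reached in at least 60% of replicates, without over 20% cell loss; inconclusive = no rule given, readout overlaps actives, possibly toxicity-flagged; inactive = the rest, including those meeting only one limit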;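 note: in these data hits start at about 27%; measured in HUVEC primary endothelial cells; signal is the percent of cells scored E-selectin positive by PE staining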
#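 Material: HUVEC primary endothelial cells; Amount: 3,000 cells per well; Dosing: single concentration; Medium: EGM-2 growth medium on 0.1% gelatin-coated wells; Read-out basis: percent E-selectin-positive cells; Signal: immunofluorescence imaging; Control set: TNF-alpha, DMSO.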
# ERAP1 HTS inh: blocks human ERAP1 aminopeptidase activity | Q9NZ08 | recombinant ERAP1, Leu-AMC fluorescence, 60 min | inhibition, % at 10.7 µM | 340,000 tested, 0.15% active;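 active = mean replicate inhibition of at least 30%, or all replicates individually reaching that 30% level; inactive = mean below 30% and not every replicate reaching it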;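 note: 0% = neutral control wells and 100% = L-leucinethiol positive control wells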
# S100A4 MyoIIA: blocks human S100A4 binding to myosin IIA peptide; P26447; S100A4/TAMRA-MyoIIA peptide fluorescence polarization; inhibition, % at 10.7 µM; 360,000 tested, 0.14% active;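 active = mean inhibition of at least 70% across replicates, with every replicate also reaching that level; inconclusive = mean inhibition reaches 70% but some replicates fall short; inactive = mean inhibition below 70%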
# Target sequence (P26447 whole entry, looked up): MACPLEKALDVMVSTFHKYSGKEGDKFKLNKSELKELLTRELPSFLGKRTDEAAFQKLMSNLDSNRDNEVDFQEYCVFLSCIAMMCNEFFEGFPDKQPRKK
#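 assay system = human S100A4 monomer with TAMRA-labelled myosin IIA peptide | also added = labelled myosin peptide probe, 5 nM | incubation = 5 min between mix addition and reading | control set = DMSO and TFP controls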
# RAD54 inh: inhibitors of human RAD54 branch migration. Q92698. RAD54 Holliday junction branch migration, FAM/BHQ fluorescence. inhibition, % at 10.4 µM. 360,000 tested, 0.14% active;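 active = mean normalized replicate activity at least 40 and at least half of replicates scoring 40 or more; inconclusive = only one of the two criteria met; inactive = mean below 40 and under half of replicates reaching 40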;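 note: 0% = median of neutral control wells and 100% = median of positive control wells; inhibitors cause a drop in the FAM fluorescence signal; in these data hits start at about 50%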
# RAD52 anneal inh: RAD52 (human) annealing inhibition; P43351; recombinant RAD52 DNA annealing, FRET fluorescence; inhibition, % at 18.7 µM; 360,000 tested, 0.46% active;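 active = every replicate showing at least 50% inhibition; inconclusive = mean inhibition at least 50% but not in every replicate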
# Target sequence (P43351 whole entry, looked up): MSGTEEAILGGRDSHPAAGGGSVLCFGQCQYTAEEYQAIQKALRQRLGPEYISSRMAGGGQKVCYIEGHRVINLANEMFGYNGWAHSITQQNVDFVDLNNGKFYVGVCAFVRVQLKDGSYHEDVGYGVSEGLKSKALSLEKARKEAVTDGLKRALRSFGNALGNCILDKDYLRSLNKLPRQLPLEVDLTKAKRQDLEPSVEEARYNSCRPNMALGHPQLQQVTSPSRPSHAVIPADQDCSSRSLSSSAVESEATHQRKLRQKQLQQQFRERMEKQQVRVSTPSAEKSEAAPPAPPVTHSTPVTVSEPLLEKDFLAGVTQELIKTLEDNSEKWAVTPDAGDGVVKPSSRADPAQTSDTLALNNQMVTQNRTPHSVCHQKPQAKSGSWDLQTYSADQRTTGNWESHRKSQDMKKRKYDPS
# Numbers without * were called inactive; i = inactive; ? = inconclusive; nt = no result given.
SMILES,ERp5 block,Xi reactivation,esBAF inh,E-selectin induc,ERAP1 HTS inh,S100A4 MyoIIA,RAD54 inh,RAD52 anneal inh
COc1ccc2noc3c2c1C(=O)c1ccccc1-3,0.9,nt,-2.5,5.1,nt,-4.3,-116.0,i
Cc1ccc(-c2ccc3c(c2)O[C@H](CN(C)C(=O)Nc2ccc(C(F)(F)F)cc2)[C@H](C)CN([C@@H](C)CO)S3(=O)=O)cc1,1.0,-0.5,4.9,-0.5,-1.5,6.9,-0.4,20.5
O=C(C(=O)N1CCC(CNS(=O)(=O)c2ccccc2OC(F)(F)F)CC1)c1cc2ccccc2o1,0.5,0.1,nt,0.1,1.8,-2.5,nt,-15.1
C[C@H](CO)N1C[C@H](C)[C@H](CN(C)Cc2ccc(C(=O)Nc3ccccc3N)cc2)Oc2ccc(NC(=O)Cc3cn(C)c4ccccc34)cc2C1=O,-3.1,nt,-14.8,nt,-1.4,-31.3,8.7,18.1
COc1ccc([N+](=O)[O-])cc1NC(=S)NC(=O)C(C)(C)C,-1.9,nt,nt,-0.1,nt,3.0,-4.5,-4.6
COc1nc(-c2ccccc2)cc(-c2ccc3c(c2)OCO3)c1C#N,5.0,0.1,nt,3.5,2.0,-3.1,nt,-5.1
Cc1cccc(N2CCN(S(=O)(=O)c3cn(C)cn3)CC2)c1C,-10.3,0.2,-7.7,nt,-6.1,2.8,1.7,-0.7
CCOc1ccc(NCc2ccccc2OCc2cccc(F)c2)cc1,-1.1,0.1,nt,nt,-3.1,-2.3,nt,0.3
CCc1nc2ccc(C(=O)NCCCn3ccnc3)cn2c1N(C)Cc1ccc(N(C)C)cc1,12.5,0.1,-14.4,7.6,3.0,-0.5,4.3,1.4
C[C@@H]1CCCCO[C@@H](CN(C)Cc2ccccc2)[C@@H](C)CN([C@H](C)CO)C(=O)c2cc(NC(=O)C3CCCCC3)ccc2O1,-3.0,-1.0,-0.9,0.1,-0.5,7.7,-5.9,-3.1
COc1ccc(C(CNC(=O)COc2ccc([N+](=O)[O-])cc2)N2CCCCC2)cc1 (stereo unspecified),-3.6,0.0,-0.5,nt,-0.9,-1.5,-2.5,4.4
Clc1cccc(N=NN2CCOCC2)c1Cl,-1.9,0.1,nt,nt,-4.8,-6.5,nt,-14.3
Cc1ccccc1CSc1nnc2ccc(-c3ccncc3)nn12,-3.7,-0.2,-1.8,nt,0.3,-5.4,4.3,-3.7
Cc1ccccc1NS(=O)(=O)c1cccc(C(=O)Nc2cccc(C(=O)O)c2)c1,-8.4,0.0,-3.5,nt,-16.7,0.9,-6.4,-28.2
O=C(NCc1ccc2c(c1)OCO2)c1ccc2c(c1)OCO2,1.6,1.8,8.9,nt,0.4,-3.4,-3.4,3.4
COc1cccc(CNS(=O)(=O)c2ccccc2Br)c1,-3.0,-0.1,nt,1.1,0.1,-4.4,nt,-15.6
Cc1ccc(C)c(S(=O)(=O)N2CCN(C(=O)CCNS(=O)(=O)c3ccccc3)CC2)c1,4.8,0.0,nt,-4.3,-3.9,-2.8,-9.6,-21.0
CC(C)C#Cc1cnc2c(c1)C(=O)N([C@H](C)CO)C[C@@H](C)[C@H](CN(C)S(=O)(=O)c1cn(C)cn1)O2,-2.8,-0.9,-3.5,0.1,-1.0,7.2,-14.5,-6.3
C[C@@H]1CCCCO[C@@H](CN(C)C(=O)C2CCCCC2)[C@@H](C)CN([C@H](C)CO)C(=O)c2cc(NC(=O)Nc3cccc4ccccc34)ccc2O1,1.7,0.0,-4.9,-0.1,0.9,108.5*,4.8,9.5
O=C(O)c1cc(S(=O)(=O)NCCCN2CCCC2=O)ccc1Cl,3.4,0.2,6.4,0.0,0.6,0.4,-2.1,4.2
Cc1ccc(/C=C/C(=O)Nc2ccc(S(=O)(=O)Nc3cc(C)nc(C)n3)cc2)cc1,7.0,0.0,-10.1,nt,-0.1,-2.9,4.3,0.7
Cc1ccc(C)c(NS(=O)(=O)c2cc(C(=O)N3CCc4ccccc4C3)ccc2Cl)c1,4.1,nt,-3.7,nt,2.0,4.5,-6.8,-11.5
COC(=O)[C@]12C[C@H](CC(=O)N3CCN(C(=O)C4CC4)CC3)C(=O)N(Cc3ccc4c(c3)OCO4)C1=C[C@H](C(C)(C)C)O[C@@H]2C,-3.3,0.2,nt,-0.2,-5.5,5.5,nt,-7.4
COc1ccc(C(C)=O)cc1COC(=O)c1cnc(Cl)c(Cl)c1,1.6,0.0,-6.0,0.0,2.0,-3.0,-3.7,-12.7
COc1cc(C=O)ccc1Oc1cnccn1,1.1,0.1,-19.7,nt,-1.7,0.1,-6.5,-7.9
CN1[C@@H]2c3ccc(C4=CCCCC4)c(=O)n3C[C@H]1[C@H](CO)[C@H]2C(=O)N1CCCCC1,-10.3,-0.1,4.0,1.1,-1.8,11.0,8.1,12.0
CC12CCC(=O)N1C(C(=O)NNC(=O)c1ccc(F)cc1)CS2 (stereo unspecified),-2.0,0.4,nt,nt,-4.6,-0.6,nt,-3.9
C[C@@H]1CN([C@H](C)CO)S(=O)(=O)c2ccc(/C=C/c3ccccc3)cc2O[C@@H]1CN(C)Cc1ccccc1,-0.6,-1.1,-8.0,2.9,-0.4,4.2,-7.2,24.9
CCOP(=O)(OCC)C(NC(=O)Nc1ccc(Cl)cc1)C(=O)N(CC)CC (stereo unspecified),3.3,0.0,8.6,nt,-0.5,2.7,-0.8,-16.8
Cc1c(C(=O)OCC(=O)NCC2CCCO2)oc2ccccc12 (stereo unspecified),-8.9,3.9,0.9,-0.2,-2.7,?,nt,-1.7
CCn1c(SCC(=O)NC2CC2)nnc1-c1ccncc1,4.5,0.0,nt,-0.3,0.0,0.1,3.2,-1.5
Cc1ccc(C)c(CN2C(=O)CSc3ccc(C(=O)NCCN4CCOCC4)cc32)c1,-6.3,0.0,2.9,nt,0.0,-3.2,7.0,-15.5
O=C(Nc1ccc(NC(=O)c2ccccc2F)cc1)c1ccccc1F,2.6,0.0,8.7,nt,-0.4,-1.7,1.7,2.7
CCOC(=O)c1c(NC(=O)COC(=O)c2ccc(O)cc2)sc(C(=O)N(C)C)c1C,-3.1,0.0,22.3,2.1,1.5,-0.5,7.3,-6.1
Cc1cccc(NC(=O)N2C3CCCC2CC(NC(=O)C(C)(C)C)C3)c1 (stereo unspecified),11.5,0.0,-3.3,0.6,-0.3,3.4,-3.6,-7.8
C[C@H](CO)N1C[C@H](C)[C@@H](CN(C)C)Oc2ccc(NC(=O)Cn3cnnn3)cc2C1=O,-2.4,-1.5,0.8,nt,0.8,7.2,13.9,-8.0

# Random excerpt: 7 compounds from above, in no set order.
SMILES,ERp5 block,Xi reactivation,esBAF inh,E-selectin induc,ERAP1 HTS inh,S100A4 MyoIIA,RAD54 inh,RAD52 anneal inh
CN1[C@@H]2c3ccc(C4=CCCCC4)c(=O)n3C[C@H]1[C@H](CO)[C@H]2C(=O)N1CCCCC1,-10.3,-0.1,4.0,1.1,-1.8,11.0,8.1,12.0
CC12CCC(=O)N1C(C(=O)NNC(=O)c1ccc(F)cc1)CS2 (stereo unspecified),-2.0,0.4,nt,nt,-4.6,-0.6,nt,-3.9
CCOP(=O)(OCC)C(NC(=O)Nc1ccc(Cl)cc1)C(=O)N(CC)CC (stereo unspecified),3.3,0.0,8.6,nt,-0.5,2.7,-0.8,-16.8
CCOC(=O)c1c(NC(=O)COC(=O)c2ccc(O)cc2)sc(C(=O)N(C)C)c1C,-3.1,0.0,22.3,2.1,1.5,-0.5,7.3,-6.1
COc1cc(C=O)ccc1Oc1cnccn1,1.1,0.1,-19.7,nt,-1.7,0.1,-6.5,-7.9
Cc1ccc(C)c(CN2C(=O)CSc3ccc(C(=O)NCCN4CCOCC4)cc32)c1,-6.3,0.0,2.9,nt,0.0,-3.2,7.0,-15.5
C[C@H](CO)N1C[C@H](C)[C@@H](CN(C)C)Oc2ccc(NC(=O)Cn3cnnn3)cc2C1=O,-2.4,-1.5,0.8,nt,0.8,7.2,13.9,-8.0

# (further entries)
SMILES,ERp5 block,Xi reactivation,esBAF inh,E-selectin induc,ERAP1 HTS inh,S100A4 MyoIIA,RAD54 inh,RAD52 anneal inh
COc1ccccc1-n1cnnc1SCC(=O)NC1CCCCC1,5.0,-0.3,1.7,nt,0.9,2.9,-5.9,-9.2
COc1ccc(CN2CCC(Oc3ccc(C(=O)NCc4ccccn4)cc3)CC2)c(F)c1,-0.7,0.0,nt,0.1,0.6,0.9,-11.4,-32.3
Cn1cnnc1SCC(=O)c1ccc(O)c(O)c1,-5.7,0.0,-2.0,16.9,2.8,-1.0,0.1,-10.3
Cc1cc2c(c(SCC#N)n1)C(=O)OC2,-1.1,0.1,2.3,3.8,4.8,1.0,0.7,-0.9
Nc1cc(S(=O)(=O)N2CCCCC2)ccc1N1CCOCC1,-1.6,0.0,-3.2,0.0,3.9,1.9,nt,1.8
CCCn1cc(S(=O)(=O)c2ccc(OC)cc2)c(=O)c2cc(OC)ccc21,-2.0,0.0,-0.9,nt,3.5,-2.0,-2.6,1.2
CC(=O)N(C)C[C@H]1[C@@H](c2ccc(-c3ccc(C#N)cc3)cc2)[C@@H](CO)N1C(C)=O,-0.4,-0.1,nt,0.0,-0.1,-3.2,nt,-8.1
CCCn1c(SCC(=O)NCC(=O)Nc2ccc(F)c(F)c2F)nc2ccccc2c1=O,-2.2,0.0,-3.6,nt,0.6,-3.0,nt,-1.0
O=C(NC(Cc1ccccc1)c1nc2ccccc2[nH]1)c1ccc(Cl)c([N+](=O)[O-])c1 (stereo unspecified),1.8,0.3,nt,nt,-1.4,2.7,nt,-7.9
Cc1noc(C)c1NC(=O)N1C[C@H](O)COC[C@H]2O[C@H](CC(=O)NCC3CC3)CC[C@@H]21,1.0,0.2,0.3,-0.2,0.2,-1.7,-4.1,-6.7
O=C(C[C@H]1C[C@H]2c3cc(NS(=O)(=O)c4ccccc4)ccc3O[C@H]2[C@@H](CO)O1)N1CCCCC1,-3.2,0.0,-6.7,0.1,-1.5,9.6,-7.7,7.2
COC(=O)C[C@@H]1C=C[C@@H](NC(=O)Nc2ccc(C(F)(F)F)cc2)[C@@H](CO)O1,1.9,0.1,-0.9,0.6,1.1,-4.5,-5.3,-2.3
CN(C)C(=O)C[C@H]1CC[C@H](NC(=O)NC2CCCCC2)[C@@H](CO)O1,1.2,-0.7,0.6,-0.7,0.0,5.5,10.8,-4.9
COc1cccc(-c2cnc(C(O)c3ccc(F)c(C)c3)[nH]2)c1 (stereo unspecified),3.9,0.0,12.9,0.0,0.3,0.1,-6.8,-0.2
COc1ccc(S(=O)(=O)Nc2cccc3c2O[C@@H](CN(C)C)[C@H](C)CN([C@@H](C)CO)C3=O)cc1,6.9,-0.6,-4.0,nt,-1.1,3.0,3.8,0.8
CC(C)NC(=O)N[C@H]1CC[C@@H](CCNS(=O)(=O)c2ccc(F)cc2)O[C@H]1CO,9.2,-0.6,1.7,-0.2,1.0,17.8,4.0,-11.9
Cc1ccc(C)c(N2N=C(C(=O)OCc3nnc(-c4ccccc4)o3)CCC2=O)c1,0.6,0.1,-4.4,nt,-1.0,-5.0,nt,-6.9
